Screening data deposited in PubChem BioAssay by National Center for Advancing Translational Sciences (NCATS).
USP2a block: USP2a (human) protease inhibition; O75604; USP2 core, Ub-CHOP2 coupled fluorogenic reporter, 485/531; Potency, µM (titrated, usually from 38.3 µM), inactives show at the top dose activity change, negative = inhibition, usual class: inhibitors; hit rate 0.01% among 330,000; AID 463254;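 also: potency is read from the fitted curve at half-maximal effect; plate controls were DMSO wells for no effect and full inhibition by NEM control for full effect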
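Deubiquitinase activity read as fluorescence (485/531 nm) after Ub-CHOP2 cleavage activates the enterokinase reporter on its substrate; USP2 core 10nM, Ub-CHOP2 and substrate 25nM each, 30min compound preincubation then 60min RT; data normalized to NEM, curves fitted.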
MBNL1 CUG block: blocks human MBNL1 binding to CUG repeat RNA | Q9NR56 | TR-FRET MBNL1-His/biotin-(CUG)12 binding, 665/545 ratio | Potency, µM (titrated, usually from 57.5 µM), inactives show at the top dose activity change, negative = inhibition, actives largely listed as inhibitors | hit rate 0.036% among 280,000; active = well fitted inhibition curve with a large enough effect in the signal ratio, with a control signal flat, not every such curve was filed as active; inconclusive = small, poorly fitted or top-dose-only effect, or effect the other way, or a change in a side signal; inactive = no such curve, though single readings can be large or run the other way; the % refers to the signal ratio; also: potency is read from the fitted curve at half-maximal effect; % is scaled to controls: 0 for no effect and ±100 for the full control effect
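TR-FRET between His-tagged MBNL1 and biotin-(CUG)12 RNA, detected with Tb anti-His antibody (0.055 ng/ul) and streptavidin-XL665 (5 nM), 60 min at room temperature. Compounds titrated 92 nM to 58 uM; 665/545 nm ratio normalized to buffer and complex controls.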
Mito fusion act: mitochondrial division inhibition or fusion activation. S. cerevisiae fusion-defective mutant growth rescue, CellTiterGlo 48 h. Potency, µM (highest dose often 46.1 µM), without a hit: top-dose growth rescue (activation), usual class: activators. hit rate 0.23% among 320,000. AID 485298;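 also: potency is read from the fitted curve at half-maximal effect; % of control where 0% means no effect; nearly all actives have a fitted effect of over 45% in size; temperature-sensitive fusion mutants such as fzo1-1 at 37 °C on non-fermentable ethanol glycerol medium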
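Compounds are tested for their ability to restore growth of mitochondrial fusion-defective yeast strains at non-permissive 37C in YPEG medium over 48 hours. Viability is quantified by luciferase luminescence.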
TSHR antag: human thyrotropin receptor antagonism; hit rate 0.2% among 330,000; AID 504810; P16473; activity change, negative = inhibition, % at 11.5 µM; TSHR-expressing cells, TSH-stimulated cAMP HTRF, 2 h; stronger effect = lower value;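 active = activity change below a set negative limit, meaning inhibition stronger than a set level, cut at about -70% in these data; inconclusive = activity change between two set negative limits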; also: % is scaled to controls: 0 for no effect and ±100 for the full control effect
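Competitive HTRF cAMP read-out (cryptate anti-cAMP antibody, cAMP-d2; 30 min, room temperature) in freshly harvested TSHR cells. Compounds added before TSH at EC80 (4nM final), followed by 2 hours' incubation at 37 deg C.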
Menin MLL FP TR: inhibitors of human menin-MLL interaction, mutant MLL peptide. O00255. Potency, µM (series often up to 61.6 µM), inactives show at the top dose FP activity change, negative = inhibition, hits mostly inhibitors. Menin + Texas Red MLL mutant peptide, fluorescence polarization. AID 1768. hit rate 0.23% among 270,000; active = well fitted inhibition curve with a large enough effect in the polarisation, with a control signal flat, not every such curve was filed as active; inconclusive = small, poorly fitted or top-dose-only effect, or effect the other way, or a change in a side signal; inactive = no such curve, though single readings can be large or run the other way; the % refers to the polarisation; also: potency is read from the fitted curve at half-maximal effect; % of control where 0% means no effect; many of its hits are not listed in these tables
hERG WT inh: KCNH2 (human, wildtype) channel inhibition. activity change, % at 1.84 µM. Q12809. hit rate 0.37% among 340,000. AID 720551. U2OS, BacMam KCNH2, thallium flux FluxOr; stronger effect = lower value;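 active = maximum activity change below -70%; inconclusive = maximum activity change between -70% and -50%; inactive = maximum activity change above -50%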; also: % is scaled to controls: 0 for no effect and ±100 for the full control effect
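U2OS cells transduced with wild-type KCNH2 virus are loaded with FluxOr dye for 45 min, and thallium flux is measured in kinetic reads before and after stimulation buffer. Rate constants are normalized to DMSO controls.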
BCR signal inh: chronic active BCR signaling inhibition | ABC-DLBCL IkBa-CBG/CBR reporter, luminescence ratio, 4 h | Potency, µM (top dose mostly 46.1 µM), for inactives: at the highest dose ratio change, negative = lower green/red ratio, actives largely listed as inhibitors | hit rate 0.05% among 340,000 | AID 493014; active = well fitted inhibition curve with a large enough effect in the signal ratio, with a control signal flat, not every such curve was filed as active; inconclusive = small, poorly fitted or top-dose-only effect, or effect the other way, or a change in a side signal; the % refers to the signal ratio;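 also: potency is read from the fitted curve at half-maximal effect; plate controls were basal doxycycline-induced cells for no effect and cells given 10 µM MG132 for full effect; MG132 reads +100%, hits lower the ratio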
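Concentration-response series (up to 46 uM) were applied to TMD8 dual-reporter cells for 4 h at 37C with doxycycline. Green/red ratio, after filter-overlap correction, defined %Activity; red signal alone was normalised to basal cells and zero luminescence.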
GALK inhibitor: galactokinase (human) inhibition; hit rate 0.007% among 270,000; Purified GALK, Kinase-Glo residual ATP luminescence; Potency, µM (highest dose often 57.5 µM), inactives show at the highest dose activity change, negative = inhibition, actives largely listed as inhibitors; P51570; also: potency is read from the fitted curve at half-maximal effect; % is scaled to controls: 0 for no effect and ±100 for the full control effect
Target sequence (P51570 whole entry, looked up): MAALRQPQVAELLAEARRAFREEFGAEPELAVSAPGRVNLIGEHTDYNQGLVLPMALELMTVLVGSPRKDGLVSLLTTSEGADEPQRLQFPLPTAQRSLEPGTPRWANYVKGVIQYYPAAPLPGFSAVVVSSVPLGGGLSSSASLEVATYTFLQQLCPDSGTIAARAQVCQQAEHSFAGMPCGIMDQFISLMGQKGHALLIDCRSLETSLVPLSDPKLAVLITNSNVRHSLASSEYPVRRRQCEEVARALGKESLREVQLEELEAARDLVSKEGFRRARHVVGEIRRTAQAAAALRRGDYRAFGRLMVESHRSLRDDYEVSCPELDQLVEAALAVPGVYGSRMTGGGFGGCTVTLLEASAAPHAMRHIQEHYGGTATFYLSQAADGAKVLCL
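GALK at 5 nM final was combined with compound, 35 uM ATP and 100 uM galactose in HEPES pH8.0 with MgCl2 and DTT. The reaction ran one hour at room temperature before luminescent ATP detection.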
PKM2 act: PKM2 (human) enzyme activation; P14618; purified PKM2, Kinase-Glo ATP luminescence, activation; response scale: 0% is enzyme alone, no compound; Potency, µM (series often up to 57.5 µM), for the others: top-dose activation, hits mostly activators; hit rate 0.34% among 260,000; AID 1631; also: potency is read from the fitted curve at half-maximal effect; % is scaled to controls: 0 for no effect and ±100 for the full control effect; nearly all actives have a fitted effect of over 55% in size
Target sequence (P14618 whole entry, looked up): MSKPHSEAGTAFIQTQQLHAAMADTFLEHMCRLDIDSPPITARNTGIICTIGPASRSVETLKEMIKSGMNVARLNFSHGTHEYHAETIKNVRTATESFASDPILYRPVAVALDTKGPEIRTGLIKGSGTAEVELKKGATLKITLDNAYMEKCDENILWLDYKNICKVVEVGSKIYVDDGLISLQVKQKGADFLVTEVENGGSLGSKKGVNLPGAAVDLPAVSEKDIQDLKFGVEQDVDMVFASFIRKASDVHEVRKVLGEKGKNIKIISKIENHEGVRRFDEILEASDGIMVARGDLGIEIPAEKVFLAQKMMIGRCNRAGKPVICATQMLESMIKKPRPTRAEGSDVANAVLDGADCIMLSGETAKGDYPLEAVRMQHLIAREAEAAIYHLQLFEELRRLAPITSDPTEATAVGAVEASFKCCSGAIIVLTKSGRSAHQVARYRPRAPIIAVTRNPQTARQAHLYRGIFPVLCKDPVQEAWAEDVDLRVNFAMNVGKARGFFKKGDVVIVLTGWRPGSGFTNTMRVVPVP
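Kinase-Glo luminescence reports ATP generated from ADP (0.1 mM) and PEP (0.5 mM) by purified hPK-M2 after 1 h at room temperature, pH 7.2 imidazole buffer; intermediate enzyme activity allows detecting inhibitors and activators.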
Eya2 inh: inhibitors of human Eya2 phosphatase activity. O00167. recombinant Eya2, OMFP fluorescence dephosphorylation (OMFP is methylfluorescein phosphate). Potency, µM (series often up to 76.9 µM), inactives show top-dose activity, negative = inhibition, usual class: inhibitors. hit rate 0.006% among 330,000. AID 488837; also: potency is read from the fitted curve at half-maximal effect; % is scaled to controls: 0 for no effect and ±100 for the full control effect
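Eya2 (0.2 uM) preincubated 10 min at ambient with compound, then OMFP substrate added at 50 uM; 10 min reaction in 50 mM HEPES pH 7.5, 50 mM NaCl, 5 uM MgCl2, 0.05% BSA, 1 mM DTT. Fluorescence read at Ex 485/Em 525 nm.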
ASM inhibitor: human S-ASM enzyme inhibition | P17405 | placental ASM, HMU-PC fluorogenic substrate, 60 min | Potency, µM (top dose mostly 57.5 µM), for the others: top-dose activity change, negative = inhibition, usual class: inhibitors | hit rate 0.006% among 340,000 | AID 504937; also: potency is read from the fitted curve at half-maximal effect
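qHTS format. ASM enzyme prepared from human placenta hydrolyses the fluorogenic substrate HMU-PC0 (9 uM final) over 60 min at 37 °C after a 10 min compound preincubation.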
Numbers without * were called inactive; ? = inconclusive; / = not tested or not shown. Unless noted, calls follow the shape of the dose curve; as a rule, active = well fitted curve in the direction sought with a large enough effect; inconclusive = small, poorly fitted or top-dose-only effect, or another doubt; inactive = no such curve, though single readings can be large; an effect the other way counts as inactive or inconclusive.

SMILES | USP2a block | MBNL1 CUG block | Mito fusion act | TSHR antag | Menin MLL FP TR | hERG WT inh | BCR signal inh | GALK inhibitor | PKM2 act | Eya2 inh | ASM inhibitor
CCCCC(=O)c1ccc(O)cc1 | 0% | 3% | 2% | -5 | / | -7 | ? | -2% | -12% | -5% | -1%
CC(C)NC(=O)CCCn1c(=S)[nH]c2cc3c(cc2c1=O)OCO3 | 1% | -10% | -3% | 3 | -26% | -3 | -3% | 3% | ? | -8% | 4%
COc1ccc(C(=O)Nc2ccc(N3CCC(C)CC3)cc2)cc1Br | 2% | -1% | 7% | -6 | ? | 5 | -1% | 12% | -29% | 6% | -3%
CCCCCCCC(=O)NNC(=O)c1c(O)c2ccccc2n(CC)c1=O | 0% | -5% | 1% | -28 | -5% | -2 | 14% | 11% | 5% | -5% | -3%
COc1ccc(-c2oc3ncn(Cc4ccco4)c(=N)c3c2-c2ccc(OC)cc2)cc1 | 1% | 5% | -7% | -4 | 8% | 4 | 5% | -5% | -1% | 0% | -1%
CCOC(=O)C1CCN(C(=O)COc2ccc(S(=O)(=O)N3CCOCC3)cc2)CC1 | 1% | -3% | 1% | 12 | / | -9 | -2% | -1% | -1% | -3% | 2%
CCOc1ccc2oc(=O)cc(CN3CCOCC3)c2c1 | -2% | 14% | 6% | 1 | 20% | 8 | 0% | / | / | -13% | 13%
O=c1cc(N2CCCCC2)c(-c2ccccc2)nn1Cc1ccc(Cl)cc1 | 3% | 0% | -1% | 3 | -13% | -8 | -2% | 0% | 1% | -17% | -14%
O=C(OC1CCOC1=O)c1ccc(Cl)c(S(=O)(=O)N2CCCCC2)c1 (stereo not drawn) | 2% | -4% | -5% | -1 | -5% | -1 | -2% | -1% | 2% | -9% | 3%
COc1ccc(OC)c(NC(=O)CC2SC(=N)N(c3ccccc3)C2=O)c1 (stereo not drawn) | 6% | 2% | 0% | 5 | -24% | -2 | -6% | 8% | 12% | 7% | -1%

Entries listed so far that have an aryl methoxy group:
SMILES | USP2a block | MBNL1 CUG block | Mito fusion act | TSHR antag | Menin MLL FP TR | hERG WT inh | BCR signal inh | GALK inhibitor | PKM2 act | Eya2 inh | ASM inhibitor
COc1ccc(C(=O)Nc2ccc(N3CCC(C)CC3)cc2)cc1Br | 2% | -1% | 7% | -6 | ? | 5 | -1% | 12% | -29% | 6% | -3%
COc1ccc(-c2oc3ncn(Cc4ccco4)c(=N)c3c2-c2ccc(OC)cc2)cc1 | 1% | 5% | -7% | -4 | 8% | 4 | 5% | -5% | -1% | 0% | -1%
COc1ccc(OC)c(NC(=O)CC2SC(=N)N(c3ccccc3)C2=O)c1 (stereo not drawn) | 6% | 2% | 0% | 5 | -24% | -2 | -6% | 8% | 12% | 7% | -1%

Next section
SMILES | USP2a block | MBNL1 CUG block | Mito fusion act | TSHR antag | Menin MLL FP TR | hERG WT inh | BCR signal inh | GALK inhibitor | PKM2 act | Eya2 inh | ASM inhibitor
NC/C(=N\O)c1ccc(Cl)cc1Cl | 0% | -2% | 2% | -3 | -4% | -6 | 4% | 2% | -4% | -4% | 3%
CC(OC(=O)Cn1cnc2ccccc2c1=O)C(=O)N(C)c1ccccc1 (stereo not drawn) | 2% | / | -7% | 13 | / | -1 | -9% | / | / | -25% | 2%
Cn1c(=O)cc(OCCCC(=O)NCc2ccc(F)cc2Cl)c2ccccc21 | 1% | 2% | -4% | -6 | -28% | -2 | 7% | -1% | -3% | 4% | 2%
O=C(Nc1ccccc1SCC1CSc2nc3ccccc3c(=O)n21)c1cccc(Cl)c1 (stereo not drawn) | 0% | -11% | -5% | -1 | ? | -32 | ? | 0% | -20% | 3% | -2%
CCn1c(SCC(=O)N2CCN(S(=O)(=O)c3ccccc3)CC2)nnc1-c1cccs1 | 0% | -3% | -14% | -10 | 16% | -3 | -2% | 2% | 0% | -12% | 1%
Fc1ccc(CO/N=C2\CCCc3nonc32)cc1 | 3% | / | 5% | 9 | -5% | -10 | ? | 3% | 28% | -5% | 0%
CC(C)n1ncc2c(C(=O)Nc3cccc(S(=O)(=O)N(C)C)c3)cc(C3CC3)nc21 | 2% | / | 11% | -25 | / | -6 | 0% | / | / | -7% | -17%
COc1ccc(CN(C)CC(=O)NCC(=O)Nc2c(C)cccc2C)cc1 | 1% | / | 0% | 18 | / | 4 | -3% | / | / | 18% | 2%

Some of these compounds in order of the PKM2 act value, falling:
Molecule | TSHR antag | Menin MLL FP TR | GALK inhibitor | PKM2 act | Eya2 inh | ASM inhibitor
Fc1ccc(CO/N=C2\CCCc3nonc32)cc1 | 9 | -5% | 3% | 28% | -5% | 0%
CCn1c(SCC(=O)N2CCN(S(=O)(=O)c3ccccc3)CC2)nnc1-c1cccs1 | -10 | 16% | 2% | 0% | -12% | 1%
Cn1c(=O)cc(OCCCC(=O)NCc2ccc(F)cc2Cl)c2ccccc21 | -6 | -28% | -1% | -3% | 4% | 2%
NC/C(=N\O)c1ccc(Cl)cc1Cl | -3 | -4% | 2% | -4% | -4% | 3%
O=C(Nc1ccccc1SCC1CSc2nc3ccccc3c(=O)n21)c1cccc(Cl)c1 (stereo not drawn) | -1 | ? | 0% | -20% | 3% | -2%

Not all compounds are listed. The share of hits here may be higher or lower than overall.
